# Cycloheximide cs – Cycloheximide Counterscreen for Small Molecule Inhibitors of Shiga Toxin; cell reporter, cycloheximide protein synthesis inhibition counterscreen; max response, %; 12% of 300,000 active; AID 2314, 2010; in the data active means max response mostly above about 13%, no sharp cut-off; inactive means mostly below about 14%; further: read at 38.3 µM for the half of the compounds with a filed dose; 0% is about no effect
# AmpC no deterg – qHTS Inhibitors of AmpC Beta-Lactamase (assay without detergent); AmpC nitrocefin hydrolysis, absorbance 480 nm, 0.0001% Triton; AID 485341, 2010; Potency, µM (titrated, usually from 57.1 µM), inactives show top-dose activity change, negative = inhibition, hits mostly inhibitors; 0.52% of 330,000 active;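 further: potency means the concentration at half of the fitted maximal effect; plate controls were no compound for no effect and no enzyme for full effect; nearly all actives have a fitted effect of over 20% in size; some results filed as inactive show a strong effect at the top dose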
# Target sequence (P00811 whole entry, looked up): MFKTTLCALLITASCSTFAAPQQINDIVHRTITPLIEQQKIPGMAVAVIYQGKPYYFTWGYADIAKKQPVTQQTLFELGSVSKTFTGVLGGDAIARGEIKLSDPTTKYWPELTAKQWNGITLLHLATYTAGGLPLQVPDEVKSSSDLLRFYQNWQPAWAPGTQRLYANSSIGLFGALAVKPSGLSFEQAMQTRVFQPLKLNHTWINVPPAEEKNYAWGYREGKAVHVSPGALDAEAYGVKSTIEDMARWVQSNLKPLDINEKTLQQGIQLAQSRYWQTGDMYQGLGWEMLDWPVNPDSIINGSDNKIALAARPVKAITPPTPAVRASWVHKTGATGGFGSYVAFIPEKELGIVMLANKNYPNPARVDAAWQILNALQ
#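 20 mM phosphate pH 7.0 + 0.01% (detergent screen) or 0.0001% Triton X-100; 5.3 nM AmpC reagent; cpd preinc 15 min RT; nitrocefin (800 uM stock) to start; A480 q20 s × 4 min; Activity was normalised to no-enzyme and no-compound control wells.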
# FBPA Giardia inh – qHTS Assay for Inhibitors of Fructose-1,6-bisphosphate Aldolase from Giardia Lamblia; purified Giardia FBPA; Potency, µM (doses to about 59.6 µM), for the others: at the top dose activity, negative = inhibition, hits mostly inhibitors; 0.71% of 290,000 active; further: potency means the concentration at half of the fitted maximal effect; on the % scale 0 is the no-effect control and ±100 the full control effect; nearly all actives have a fitted effect of over 55% in size
# Target sequence (A8B2U2 whole entry, looked up): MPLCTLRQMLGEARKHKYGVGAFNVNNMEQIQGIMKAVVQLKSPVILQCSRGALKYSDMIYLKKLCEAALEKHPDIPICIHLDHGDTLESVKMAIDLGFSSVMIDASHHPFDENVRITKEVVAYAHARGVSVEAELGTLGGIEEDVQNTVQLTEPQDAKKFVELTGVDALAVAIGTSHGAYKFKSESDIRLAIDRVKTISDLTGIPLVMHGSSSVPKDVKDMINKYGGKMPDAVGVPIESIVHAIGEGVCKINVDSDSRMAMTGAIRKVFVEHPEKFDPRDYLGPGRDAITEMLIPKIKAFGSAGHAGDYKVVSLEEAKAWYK
#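 40 nM FBPA preincubated 10 min at RT with compound (up to 57.5 uM final), then substrate plus GAPDH/TPI/NAD/arsenate coupling and diaphorase/resazurin added. Fluorescence read after 20 min at RT, 525/598 nm.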
# HCMV antiviral – qHTS Assay for inhibitors of the human cytomegalovirus (HCMV); HFF cells, HCMV-luciferase reporter, 72 h; hits give low values; activity change, negative = inhibition, % at 57.5 µM; 4.5% of 410,000 active; AID 1259415, 2018; in the data active means activity change below about -60%; inconclusive means no clear call, values can overlap the other calls; inactive means above about -39%; further: on the % scale 0 is the no-effect control and ±100 the full control effect
#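 Cell-based, HFFs, 1000 cells/well, 16 h 37C; cpds in DMSO + HCMV-luc, MOI 1 PFU/cell; 72 h 37C; OneGlo luminescence after 5 min RT; norm. to buffer vs Salinomycin 10uM.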
# Shiga inhibitor – A qHTS for Small Molecule Inhibitors of Shiga Toxin; 9.2% of 290,000 active; AID 2315, 2010; Vero cells, Shiga toxin protein synthesis inhibition reporter; inhibition, % at 38.7 µM; in the data active means inhibition mostly above about 28%, no sharp cut-off; inactive means mostly below about 43%; further: 0% is about no effect
# AMA1 RON2 block – qHTS for Inhibitors of AMA1-RON; Towards Development of Antimalarial Drug Lead: Primary Screen | Plasmodium falciparum AMA1 (3D7) - RON2 peptide interaction | AlphaScreen AMA1-biotinylated RON2 peptide binding | Potency, µM (series often up to 58.2 µM), for the others: at the highest dose activity change, negative = inhibition, usual class: inhibitors | 0.2% of 360,000 active;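 further: potency means the concentration at half of the fitted maximal effect; 0% = vehicle wells and -100% = peptide control; nearly all actives have a fitted effect of over 45% in size; some results filed as inactive show a strong effect at the top dose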
#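 AMA1 (3D7) with his tag at 25 nM final met compounds first, then biotinylated RON2 peptide at 25 nM; detection used donor plus acceptor beads, 10 µg/mL apiece, read by AlphaScreen after 30 min at room temperature.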
# AmpC detergent – qHTS Inhibitors of AmpC Beta-Lactamase (assay with detergent); P00811; AID 485294, 2010; 0.041% of 370,000 active; Potency, µM (doses to about 114 µM), inactives show at the highest dose activity change, negative = inhibition, usual class: inhibitors; AmpC hydrolysis of nitrocefin, absorbance 480 nm, 0.01% Triton;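 further: potency means the concentration at half of the fitted maximal effect; 0% = no-compound wells and -100% = no-enzyme wells; nearly all actives have a fitted effect of over 25% in size; some results filed as inactive show a strong effect at the top dose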
#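 20 mM phosphate pH 7.0 + 0.01% (detergent screen) or 0.0001% Triton X-100; 5.3 nM AmpC reagent; cpd preinc 15 min RT; nitrocefin (800 uM stock) to start; A480 q20 s × 4 min; Activity was normalised to no-enzyme and no-compound control wells.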
# An asterisk follows results filed as active; ? = inconclusive; / = not tested or not shown; & = joins results of further samples; [ ] = another dose, or the depositor's remark. Unless noted, the call rests on the fitted dose curve; in most records, active means well fitted curve in the direction sought with a large enough effect; inconclusive means small, poorly fitted or top-dose-only effect, or another doubt; inactive means no such curve, though single readings can be large; an effect the other way counts as inactive or inconclusive.
SMILES,Cycloheximide cs,AmpC no deterg,FBPA Giardia inh,HCMV antiviral,Shiga inhibitor,AMA1 RON2 block,AmpC detergent
CCC(=O)Nc1cccc(-n2nnnc2SCC(=O)c2ccc(C)c(C)c2)c1,26*,-34%,0%,-7,42*,1%,?
COc1ccc(CC(=O)N2CC(C)CC(C)C2)cc1 (stereo not drawn),3,11%,6%,?,4,7%,4%
COc1ccc(/C=C2\SC(=S)N(CCC(=O)Nc3ccc(C(=O)O)cc3)C2=O)cc1,-3,-36%,-2%,19,/,1%,?
O=C(COc1ccccc1C(=O)NCc1ccccn1)Nc1ccc(Br)cc1,10,-17%[11.4 µM],-2%,-40,59,-4%,?
CS(=O)(=O)c1ccccc1-c1nnc(NC(=O)C2=COCCO2)o1,/,-20%,/,-18,/,19%,-4%
COc1ccc(CNC(=S)NCc2ccc(OC(C)C)cc2)cc1,1,-12%,1%,?,4,3%,2%
COc1ccc(S(=O)(=O)N2CCC(C(=O)Nc3ccccc3N3CCCC3)CC2)cc1OC,-3,62%[activator],-6%,1,-18,-16%,?
CC1=CC(C2CC(=O)N(c3ccccc3C)C2=O)CC2C(=O)N(c3ccccc3C)C(=O)C12 (stereo not drawn),-2,145%[activator],-2%,-7,16,-10%,-5%
Cc1cccc(C(=O)NN2C(=O)C3C(c4ccccc4)C=CC(c4ccccc4)C3C2=O)c1 (stereo not drawn),-5,-17%,1%,-36,-3,-5%,-11%
CC(C)CC(=O)NC(c1ccccc1)c1c(O)ccc2ccccc12 (stereo not drawn),4,-33%,1%,-2,19,-2%,-14%
O=C(Nc1nnc(C2CC2)s1)C1CC(=O)N(c2ccc3c(c2)OCCO3)C1 (stereo not drawn),31*,-13%,4%,?,31*,-8%,-3%
CC(OC(=O)c1ccccc1CCc1ccccc1)C(N)=O (stereo not drawn),-3,7%,-6%,-37,-8,2%,-7%
O=C(CCC1CCCN(C(=O)Cn2cnnn2)C1)NCc1ccc(F)c(F)c1 (stereo not drawn),7,-9%,0%,143,3,8%,-5%
Brc1ccccc1,-3,-5%,-5%,0,-4,16%,-6%
CCOc1cc(C2C(C(=O)O)c3cc(OCC)c(OCC)cc3C(=O)N2C)ccc1O (stereo not drawn),-3,-9%,-4%,4,17,-5%,-9%
Cc1nc2ccc(NC(=O)c3ccc(N4C(=O)CCC4=O)cc3)cc2s1,-1,-28%,2%,20,1,-11%,-4%
Cc1nc(N2CCOCC2)c2c3c(sc2n1)CCC3,-5,8%,2%,-2,-16,-2%,3%
CC(=O)Nc1ccc(NC(=O)CN2C(=O)NC3(CCCCCCC3)C2=O)cc1,/,-25%,/,-26,/,17%,/
CCCCN(C(=O)NC(=O)Nc1c(C)cc(C)cc1C)S(C)(=O)=O,-7,-16%,3%,62,-26,13%,7%
Cc1cc(-c2nnnn2-c2ccc(F)cc2)no1,-2,-10%,4%,2,-5,-13%,3%
O=c1c2ccccc2nc(/C=C/c2cc(Br)ccc2O)n1CCCO,-2,84%[activator],9%,-96*,1,-6%,3%
COc1ccc(S(=O)(=O)N2CCOCC2)cc1NC(=O)COc1ccccc1,/,-9%,/,-27,/,1%,-21%
O=C(O)c1cc(S(=O)(=O)N2CCOCC2)ccc1N1CCOCC1,10,-7%,3%,26,-19,16%,-3%
Clc1ccc(CN2CCN(c3ccccc3)CC2)cn1,-1,-14%,1%,-25,12,-4%,8%
O=C(CN(Cc1ccc(F)cc1)C(=O)CCC(=O)Nc1ccccn1)NCc1ccco1,1,8%,1%,15,-6,-3%,?
Cc1ccc(/C=N/n2nnnc2N)cc1[N+](=O)[O-],12,-12%,2%,-17,7,-10%,?
CCc1ccccc1NC(=O)CC1S/C(=N\c2nccs2)N(CC)C1=O (stereo not drawn),-4,-10%,-8%,-20,-5,9%,?
CC(=O)Nc1ccc(S(=O)(=O)NCC(=O)N2CCN(S(=O)(=O)c3cccs3)CC2)cc1,/,-15%,/,6,/,20%,?
O=C(COC(=O)/C=C/c1ccc(Cl)cc1)Nc1ccccc1,-9,2%,3%,-36,4,-8%,4%
Cc1c2ccccc2c(C)c2c1ccc1ccccc12,/,-14%,/,6,/,56%[activator],?
CC(C)Oc1ccc(C(=O)Nc2ccc(N3CCCCC3)cc2)cc1,-2,-33%,1%,-22,22,4%[11.6 µM],0%
CC(=O)NC(CCS(C)(=O)=O)C(=O)Nc1ccc(Cl)c(Cl)c1 (stereo not drawn),1,-6%,1%,87,-9,-3%,?
O=[N+]([O-])c1ccc(O)c(/C=N/Nc2ccc(Cl)nn2)c1,11,-13%,24%,-101*,21,-45%,-7%
CCCS(=O)(=O)C/C(N)=N/OC(=O)c1ccc(Cl)cc1,-2,-3%,1%,26,69,-7%,6%
COC(=O)c1ccc(-c2nc(O)c3cnccn23)cc1,-5,-11%,-11%,8,14,-7%,-14%
COc1ccccc1NC(=O)C(=O)NCC(c1ccco1)N1CCc2ccccc2C1 (stereo not drawn),/,-51%,/,-13,/,0%,?

# Next part, overlapping the part above by three compounds.
SMILES,Cycloheximide cs,AmpC no deterg,FBPA Giardia inh,HCMV antiviral,Shiga inhibitor,AMA1 RON2 block,AmpC detergent
CCCS(=O)(=O)C/C(N)=N/OC(=O)c1ccc(Cl)cc1,-2,-3%,1%,26,69,-7%,6%
COC(=O)c1ccc(-c2nc(O)c3cnccn23)cc1,-5,-11%,-11%,8,14,-7%,-14%
COc1ccccc1NC(=O)C(=O)NCC(c1ccco1)N1CCc2ccccc2C1 (stereo not drawn),/,-51%,/,-13,/,0%,?
Cc1ccc2sc(N(CCCN(C)C)C(=O)c3ccc(Br)s3)nc2c1C,-9,162%[activator],-11%,-15,-15,25µM*,?
COc1ccc(C(=O)C2CCCN(Cc3ccc(C#CCCO)cc3)C2)c(OC)c1 (stereo not drawn),-1,54%,-7%,-17,-16,-16%,-5%
CCCCN1C(=O)/C(=C/C=C2/CC(C)(C)CN2C)SC1=S,30*,0%,-10%,40,32,?,-13%
CC(C)C(=O)Nc1cccc(NC(=O)c2cc3ccccc3o2)c1,54*,-15%,-16%,64,42*,2%,?
CC(=O)Nc1ccccc1OCC(=O)c1ccc2c(c1)OCO2,43*,-12%,4%,47,79*,3%,?
COc1ccc(C2CC2C(C)=O)cc1 (stereo not drawn),20,-10%,3%,61,3,16%,-10%
CNC(=O)c1c(NC(=O)c2cc(-c3cc(C)c(C)cc3O)n[nH]2)sc2c1CCCC2,-4,-22%,0%,/,-2,-6%,-7%
COc1ccc(NC(=O)CN(CC(=O)Nc2ccc(OC)cc2)C(C)(C)CO)cc1,-1,70%[activator],9%,71,-9,0%,3%
CC(NC(=O)c1noc2c1CCCC2)c1ccccc1 (stereo not drawn),14,-7%,3%,-3,65,-5%,-14%
CC(O)CNc1nc2ccccc2n1CC(=O)NCC(F)(F)F (stereo not drawn),0,-7%[11.4 µM],0%,-3,-8,3%,?
Cc1cc(C)c2c(NC(=S)Nc3ccccc3)n[nH]c2n1,13,-11%,-10%,-23,26,15%,-4%
NC(=O)CC(NC(=O)c1ccccc1)c1ccc(NCC2CC2)c([N+](=O)[O-])c1 (stereo not drawn),-8,-9%,-3%,1,-5,7%,11%
CCOC(=O)/C(C#N)=C1\SS/C(=C(/C#N)C(=O)OCC)S1,35*,-24%,?,/,50*,/,2%
Cn1c(C(=O)NCCc2ccsc2)cc2c(=O)n(C)c3ccccc3c21,4,3%,-2%,-32,-8,2%,1%
COc1ccc(Cl)cc1NC(=O)CN(C)C(=O)c1ccc(N2CCCCCC2)c([N+](=O)[O-])c1,/,6%,/,-38,/,-20%,0%
C=CCN1CCc2nc(N)sc2CC1,-9&0,-11%,-12%&-10%,-12,-5&3,7%,?
COc1cccc(NC(=O)CC2COc3ccccc3O2)c1 (stereo not drawn),30,-19%,0%,36,29,1%,0%
COCC(=O)N1CCC(Oc2ccc(C(=O)NCCc3ccncc3)cc2)CC1,5,13%,0%,-36,-9,-4%,-1%
CCOc1cc(C)c(S(=O)(=O)NCc2ccccn2)cc1C,-3,-2%,-7%,-20,/,12%,-7%
CCn1c(=O)c2c(nc(SCC(=O)NC3CCCC3)n2C)n(C)c1=O,-4,-23%,1%,10,-3,-3%,5%
S=c1[nH]nc(-c2ccc(Cl)cc2Cl)n1-c1ccc2c(c1)OCCO2,21*,-43%,1%,5,46*,84%[activator],1%
O=S(=O)(c1ccc(F)cc1)N1CCN(c2ccccn2)CC1,-3,-4%[2.29 µM],8%,-31,-6,9%,-7%
Cc1cccc(C(=O)NC2CCCCCCC2)c1,45*,-14%,-3%,6,78*,22%,?
O=C1C2CCCCN2C(=O)N1CCCCN1CCN(c2ccc([N+](=O)[O-])cc2)CC1 (stereo not drawn),-3,1%,-4%,-22,-1,-1%,?

# Looked up above:
# Under AmpC detergent, `COCC(=O)N1CCC(Oc2ccc(C(=O)NCCc3ccncc3)cc2)CC1` reads -1%
# Under AmpC no deterg, `COc1ccc(Cl)cc1NC(=O)CN(C)C(=O)c1ccc(N2CCCCCC2)c([N+](=O)[O-])c1` reads 6%

# Remaining list, next part.
SMILES,Cycloheximide cs,AmpC no deterg,FBPA Giardia inh,HCMV antiviral,Shiga inhibitor,AMA1 RON2 block,AmpC detergent
COCCN(CCOC)S(=O)(=O)c1ccc(C(=O)Nc2ccncc2)cc1,-3,-2%,-4%,?,3,-12%,-5%
Cc1ccc(-c2csc3ncn(C(C)C(=O)O)c(=O)c23)cc1 (stereo not drawn),1,-24%,4%,-26,-6,-2%,0%
CCCCNC(=O)C(=O)NCC1CCCN1S(=O)(=O)c1cccs1 (stereo not drawn),/,2%,/,-1,/,-1%,-9%
C/C(=N\NC(=S)Nc1ccccc1)C1Cc2ccccc2C(=O)O1 (stereo not drawn),51*,-18%,-2%,?,82*,44%[activator],-6%
O=C(COC(=O)c1ccc(Br)o1)Nc1ccc(Br)cc1,/,-19%,/,-8,/,7%,?
CCCCc1nc(NCCN)c(C#N)c2c1CSC(C)(C)C2,-2,56%,1%,7,-11,-6%,3%
Cn1nc(C(=O)Oc2cc(=O)n(C)c3ccccc23)c2ccccc2c1=O,-2,-16%,-17%,-2,-7,-2%,-9%
Cn1ncc2c(N3CCN(c4ccccc4F)CC3)ncnc21,13*,23%,0%,?,7,-6%,-2%&-1%
Nc1c(C(=O)CSc2nccn2-c2cccc(F)c2)c(=O)[nH]c(=O)n1C1CC1,/,-19%,/,-13,/,-1%,?
COc1ccc(OCCSc2nc3ccccc3n2CC(=O)O)cc1,-1,-17%,5%,-15,-1,46%[activator],-5%
